# Screening results as filed in PubChem.
# OTUD3 block: inhibitors of human OTUD3 deubiquitinase | 47,000 tested, 0.7% active | Q5T2D3 | purified OTUD3, Ub-rhodamine fluorescence, 2 h | AID 1645858 | inhibition, % at 25 µM
# USP8 inh: inhibitors of human USP8 deubiquitinase. P40818. purified USP8, Ub-rhodamine cleavage fluorescence, 30 min. inhibition, % at 20 µM. 47,000 tested, 4.2% active. AID 1645853
# USP28 inh: inhibitors of human USP28 deubiquitinase. purified USP28, Ub-rhodamine cleavage fluorescence, 30 min. Q96RU2. 47,000 tested, 3% active. inhibition, % at 25 µM
# USP30 inh: human USP30 deubiquitinase inhibition. purified USP30, Ub-rhodamine cleavage fluorescence. inhibition, % at 25 µM. 47,000 tested, 5.3% active
# USP10 block: human USP10 deubiquitinase inhibition; 47,000 tested, 1.1% active; Q14694; purified USP10, Ub-rhodamine fluorescence, 60 min; inhibition, % at 20 µM; AID 1645856
# UCHL1 inh: human UCHL1 deubiquitinase inhibition. P09936. purified UCHL1, Ub-rhodamine cleavage fluorescence. inhibition, % at 20 µM. 47,000 tested, 0.2% active. AID 1645859
# USP7 block: human USP7 deubiquitinase inhibition. purified USP7, Ub-rhodamine cleavage fluorescence. inhibition, % at 20 µM. 47,000 tested, 0.3% active
# Target sequence (Q93009 whole entry, looked up): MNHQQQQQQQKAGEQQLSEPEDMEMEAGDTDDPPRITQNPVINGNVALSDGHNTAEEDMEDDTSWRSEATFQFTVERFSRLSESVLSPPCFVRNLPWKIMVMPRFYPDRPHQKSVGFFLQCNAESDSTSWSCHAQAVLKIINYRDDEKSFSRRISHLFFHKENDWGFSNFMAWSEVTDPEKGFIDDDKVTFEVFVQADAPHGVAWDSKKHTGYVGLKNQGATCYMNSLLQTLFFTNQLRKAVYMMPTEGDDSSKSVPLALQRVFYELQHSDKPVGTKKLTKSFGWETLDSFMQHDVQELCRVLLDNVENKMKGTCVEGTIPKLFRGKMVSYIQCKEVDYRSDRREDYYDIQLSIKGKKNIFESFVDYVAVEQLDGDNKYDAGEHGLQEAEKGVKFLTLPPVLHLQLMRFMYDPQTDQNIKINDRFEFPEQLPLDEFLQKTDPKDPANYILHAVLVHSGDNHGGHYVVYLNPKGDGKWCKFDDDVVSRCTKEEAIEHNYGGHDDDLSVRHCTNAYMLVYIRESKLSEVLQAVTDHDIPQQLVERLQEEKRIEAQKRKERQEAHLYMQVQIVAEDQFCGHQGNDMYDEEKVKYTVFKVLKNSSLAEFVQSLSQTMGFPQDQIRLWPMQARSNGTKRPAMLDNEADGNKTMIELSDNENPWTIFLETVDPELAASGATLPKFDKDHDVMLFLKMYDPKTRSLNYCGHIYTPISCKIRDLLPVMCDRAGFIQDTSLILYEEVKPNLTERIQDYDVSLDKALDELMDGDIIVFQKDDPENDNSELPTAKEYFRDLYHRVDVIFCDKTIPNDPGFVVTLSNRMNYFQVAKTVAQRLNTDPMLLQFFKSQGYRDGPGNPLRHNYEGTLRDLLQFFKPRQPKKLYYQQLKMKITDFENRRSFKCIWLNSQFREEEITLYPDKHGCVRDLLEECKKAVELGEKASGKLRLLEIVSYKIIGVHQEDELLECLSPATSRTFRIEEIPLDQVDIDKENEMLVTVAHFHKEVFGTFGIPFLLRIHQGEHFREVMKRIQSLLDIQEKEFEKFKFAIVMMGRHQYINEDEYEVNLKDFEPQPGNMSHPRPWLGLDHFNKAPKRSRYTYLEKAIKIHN
# USP17 inh: human USP17-like deubiquitinase inhibition; A8MUK1; purified USP17, Ub-rhodamine cleavage fluorescence, 3 h; inhibition, % at 50 µM; 47,000 tested, 6.5% active
# * marks the source's active call; other numbers are inactive results; i = inactive; · = no result given. No stated cut-off is given here; in the data, active means inhibition above about 30%; inactive means the rest.
SMILES,OTUD3 block,USP8 inh,USP28 inh,USP30 inh,USP10 block,UCHL1 inh,USP7 block,USP17 inh
Cn1c(=O)c2ncn(CC(=O)Nc3ccc(N4CCOCC4)cc3)c2n(C)c1=O,0,10,5,2,-2,-2,1,-2
COc1ccc(C2C3=C(CC(c4ccco4)CC3=O)Nc3ccccc3N2C(=O)C(F)(F)F)cc1 (stereo not drawn),0,14,0,-9,6,4,1,0
CC1(C)CC(N2CC(=O)N3[C@H](Cc4c([nH]c5ccccc45)C3(C)C)C2=O)CC(C)(C)N1,3,5,2,17,-1,3,4,1
CNc1cc(C2CCCN2C(=O)c2ccc(OC)nc2)nc(C)n1 (stereo not drawn),2,3,0,9,3,-4,2,0
COc1ccc2ccccc2c1S(N)=O (stereo not drawn),13,3,10,13,6,3,8,10
Cc1occc1-c1nnc(SC(C)C(=O)Nc2ccc(F)cc2)o1 (stereo not drawn),2,1,2,7,1,2,4,6
O=C(C1CC1)N1CC[C@@H]2NS(=O)(=O)c3ccccc3O[C@H]2CC1,11,11,4,28,0,2,3,13
COc1ccccc1C(=O)c1nc2ccccc2n1C,-5,2,-6,-34,2,-3,0,-4
Cc1cn[nH]c1C1CCN(C(=O)c2ccc3oc(=O)n(C)c3c2)C1 (stereo not drawn),-11,-4,-1,-4,0,-1,-2,-16
O=C(CCc1c[nH]c2ccccc12)Nc1ccc(N2CCOCC2)cc1,4,8,62*,33*,22,1,8,60*
COC(=O)c1ccc2c(=O)n(CCCCCC(=O)NCCc3ccc(OC)c(OC)c3)c(=O)[nH]c2c1,28,46*,29,46*,11,3,6,25
O=C(CNCc1ccc(Cl)cc1)N1CCCc2ccccc21,-3,1,1,-7,1,-3,-12,0
CS(=O)(=O)c1ccc(-c2noc(C3(c4ccccc4)CCOCC3)n2)cc1,-2,-6,-9,0,0,0,2,0
Cc1cccc(C(=O)N2CCc3c(c(-c4nc(-c5ccccc5F)no4)nn3C)C2)c1,8,2,-1,-17,-1,5,-19,21
Cc1ccccc1CNC(=O)C1CCCN(S(=O)(=O)N2CCOCC2)C1 (stereo not drawn),4,14,7,23,0,1,2,6
Fc1cc(F)cc(Nc2ncnc3cc(Cl)ccc23)c1,-6,-68,8,18,8,4,-12,1
Cc1nn(CC(C)C)c(C)c1CC(=O)N1CCCC1c1cnn(C)c1 (stereo not drawn),-1,2,-9,-1,-2,1,2,1
CC(=O)N1CC2(CCN(C(=O)c3ccc(=O)[nH]c3)CC2)Nc2ccccc21,5,2,4,-1,2,0,4,11
CCN1C(=O)c2ccccc2C(=O)[C@@]2(C)CN(C)C[C@@H]12,5,15,8,24,-1,2,1,20
CC(C)OCCCN1C(=O)c2[nH]nc(-c3ccccc3O)c2C1c1cccc(Cl)c1 (stereo not drawn),9,55*,4,5,25,9,1,27
Cc1ccccc1NC(=O)c1nn(C)c2ccccc2c1=O,-4,-1,-1,2,0,0,-6,7
Cc1nc2c(c(=O)[nH]1)CC[C@@H]1CN(Cc3cccc4nccnc34)C[C@H]21,-5,-5,-23,-32,-3,-2,1,-16
COc1cccc(-n2c(SCC(=O)N3CCc4ccccc43)nnc2-c2cccnc2)c1,2,1,4,1,-1,2,3,16
CN1CCN(c2ccccc2NC(=O)c2cc3c(s2)-c2ccccc2SC3)CC1,-5,9,-2,-2,7,9,-15,-2
Cc1cc(C)cc(-n2ccn3c(CCC(=O)Nc4cccc(F)c4)nnc3c2=O)c1,-8,-20,-7,-9,9,0,9,1
Cc1cc2nc(/C=C/c3ccccc3)n(Cc3cccc(F)c3)c2cc1C,2,-18,51*,0,6,6,-3,-6
CCOc1ccccc1NC(=O)CCc1nc2ccccc2[nH]1,1,-9,·,·,-5,-1,0,-10
COc1ccc(-c2c(C(=O)O)sc3c2NC(=O)CC3c2cc(F)ccc2F)cc1 (stereo not drawn),12,9,14,35*,3,2,2,5
Cc1cc(=O)[nH]c(C2CN(C(=O)c3noc4c3CCCC4)CCO2)n1 (stereo not drawn),10,6,7,15,0,0,1,3
O=C(NCc1nc(-c2ccc(N3CCCCCC3)cc2)no1)c1ccco1,-22,11,-7,-91,2,1,-1,-2
Cc1ccc(CNC(=O)CN2CCC3(CC2)N=C(c2ccc(F)cc2)C(=O)N3)cc1,-6,-8,-4,7,-4,-1,-2,-17
CN1CCN(C2CCOCC2)CC1c1ccccc1 (stereo not drawn),-2,-15,-1,-12,-2,-3,-2,-1
CC(C)c1noc(-c2ccnc(-n3cnc(C(=O)N4CCCC4)c3)c2)n1,14,12,12,25,-2,1,-3,21
Cc1nc(C)n(CC2CCCN2Cc2nc(-c3ccoc3)no2)n1 (stereo not drawn),-64,-39,-76,-250,-9,-24,-24,-68
O=C(NCc1ccccc1)C1CCN(c2cnc(N3CCOCC3)nc2)CC1,-3,-6,-10,-24,-3,-6,-5,-22
N#CCCc1c(-c2ccccc2)nc2[nH]c3ccccc3n2c1=O,6,39*,6,11,12,6,13,16
Oc1ccc(-c2nnc(Nc3ccc(Cl)c(Cl)c3)c3ccccc23)cc1,7,53*,20,-29,21,6,10,49*
Cc1ccc(S(=O)(=O)Nc2ccc(C(=O)N3CCN(c4ccccn4)CC3)cc2)cc1,-14,-5,-1,-8,2,-2,-2,-13
CCOc1ccc(-n2ccnc(SCC(=O)Nc3ccccc3F)c2=O)cc1,18,57*,13,32*,16,-3,21,28
Cc1nc(N2CCCC2)ncc1C(=O)Nc1ccc(Cl)cc1,2,1,15,5,2,4,3,45*

# An excerpt from above in order of SMILES length, low to high:
SMILES,OTUD3 block,USP8 inh,USP28 inh,USP30 inh,USP10 block,UCHL1 inh,USP7 block,USP17 inh
Cc1ccccc1NC(=O)c1nn(C)c2ccccc2c1=O,-4,-1,-1,2,0,0,-6,7
CCOc1ccccc1NC(=O)CCc1nc2ccccc2[nH]1,1,-9,·,·,-5,-1,0,-10
N#CCCc1c(-c2ccccc2)nc2[nH]c3ccccc3n2c1=O,6,39*,6,11,12,6,13,16
O=C(NCc1nc(-c2ccc(N3CCCCCC3)cc2)no1)c1ccco1,-22,11,-7,-91,2,1,-1,-2
Cc1cc2nc(/C=C/c3ccccc3)n(Cc3cccc(F)c3)c2cc1C,2,-18,51*,0,6,6,-3,-6
Oc1ccc(-c2nnc(Nc3ccc(Cl)c(Cl)c3)c3ccccc23)cc1,7,53*,20,-29,21,6,10,49*
Cc1cc(=O)[nH]c(C2CN(C(=O)c3noc4c3CCCC4)CCO2)n1 (stereo not drawn),10,6,7,15,0,0,1,3
COc1ccc(-c2c(C(=O)O)sc3c2NC(=O)CC3c2cc(F)ccc2F)cc1 (stereo not drawn),12,9,14,35*,3,2,2,5
COc1cccc(-n2c(SCC(=O)N3CCc4ccccc43)nnc2-c2cccnc2)c1,2,1,4,1,-1,2,3,16
Cc1ccc(CNC(=O)CN2CCC3(CC2)N=C(c2ccc(F)cc2)C(=O)N3)cc1,-6,-8,-4,7,-4,-1,-2,-17
Cc1ccc(S(=O)(=O)Nc2ccc(C(=O)N3CCN(c4ccccn4)CC3)cc2)cc1,-14,-5,-1,-8,2,-2,-2,-13
Cc1nc2c(c(=O)[nH]1)CC[C@@H]1CN(Cc3cccc4nccnc34)C[C@H]21,-5,-5,-23,-32,-3,-2,1,-16

# Further compounds
SMILES,OTUD3 block,USP8 inh,USP28 inh,USP30 inh,USP10 block,UCHL1 inh,USP7 block,USP17 inh
Cc1coc2c(C)c3oc(=O)c(CCC(=O)N4CC[C@@]5(O)CCCC[C@H]5C4)c(C)c3cc12,-3,-5,1,-3,0,3,-25,4
Cc1cccc(C)c1Nc1nc(CN2CCOCC2)nc2sc3c(c12)CCCC3,7,10,1,0,0,3,-14,4
CC(C)(C)c1cc(NC(=O)C2CCCO2)no1 (stereo not drawn),-11,-4,-9,-13,1,-1,-4,-3
O=C(Nc1ccc(F)cc1)c1cc(N2CCN(Cc3ccccc3)CC2)nc2ccccc12,-10,-2,-6,-47,-9,-1,1,-2
Cc1cn(C)c(CC(=O)N2CCC(N3CCCCC3)CC2)c1C(=O)O,-26,-2,-30,-128,-10,-7,-8,-27
Cc1cc(F)ccc1NS(=O)(=O)c1c[nH]c2ccc([N+](=O)[O-])cc12,-3,-26,8,42*,6,0,0,46*
CCc1nnc2ccc(-c3noc(COc4ccc(F)cc4)n3)cn12,-6,3,26,3,-1,-3,-4,0
CC1CCN(S(=O)(=O)c2cccn(CC(=O)NCC3CCCO3)c2=O)CC1 (stereo not drawn),-7,-1,-10,-29,-6,-4,-1,-3
COc1ccc(N(CC(=O)NCc2ccccc2)C(=O)CCC(=O)Nc2ccccn2)c(OC)c1,-7,-11,-10,-10,-1,-3,-6,-7
Cc1ccc(OCC(=O)N(C)Cc2nc(-c3ccccc3)no2)c(Br)c1,9,7,-2,11,9,4,-29,4
O=C(NCCc1cccc(Cl)c1)c1ccc(-c2ccccc2)cc1,6,12,15,28,7,3,11,1
COc1ccc(C(=O)c2c[nH]c3ccccc3c2=O)cc1,14,4,·,·,2,3,5,32*
O=C(O)c1nccnc1C(=O)N1CCc2ccccc2C1,22,91*,46*,8,16,6,-12,78*
Cc1ccc2c(CNCCc3ccccc3C)c(C(=O)O)n(Cc3ccccc3C)c2c1,-20,-1,-19,-82,0,-1,-2,-35
Cc1cccc(S(=O)(=O)N2C[C@H]3C[C@H](C(=O)N4CCOCC4)[C@@H](C2C)N3C)c1 (stereo partly drawn),6,7,4,18,6,2,8,12
CC1(C(=O)NC2CCCCCC2)Cn2c(nc3ccccc32)C(=O)N1CCc1ccccc1 (stereo not drawn),0,0,-1,12,5,-1,3,6
O=c1[nH]c2ccccc2c(O)c1-c1nc(-c2ccc(F)cc2)no1,0,5,-2,1,0,1,0,-1
CC(C)n1nccc1-c1nccnc1CC1CCN(C(=O)C(C)(C)C)CC1,-16,-195,-9,-57,-4,-6,-1,-23
CCN1CCn2cc(S(=O)(=O)NCc3cc(F)cc(F)c3)cc2C1=O,-2,-5,-8,-12,-1,0,2,-7
CN1CC(C(=O)O)(C(=O)O)Cc2cc([N+](=O)[O-])ccc21,-6,-23,-19,-61,-7,-7,-4,-16
Cc1ccc(-n2c(SCC(=O)N3CCOCC3)nnc2-c2cc3ccccc3o2)cc1,15,3,4,-11,2,0,3,7
Cc1ccc(NC(=O)Cn2c(=O)n(CCC(=O)NCCc3ccccc3)c(=O)c3ccccc32)cc1C,13,23,0,13,32*,2,13,11
CCc1cccc(NC(=O)c2cnn(-c3ccc(F)cc3F)c2C2CCNCC2)c1,-13,-287,-4,-28,-6,-5,-4,-35
Cc1cccc(CNS(=O)(=O)c2c(-c3nnc(C)o3)c(C)n(C)c2C)c1,-6,-9,-8,-29,-3,-4,-2,-20
COc1cccc(NC(=O)C2CCCN(c3cnc4nccnc4c3)C2)c1 (stereo not drawn),-127,-93,-159,i,-2,-55,-59,-129
CC(=O)c1cccc(NC(=O)COC(=O)c2c3c(nc4ccccc24)CCC(C(C)(C)C)C3)c1 (stereo not drawn),-11,-2,-4,-37,-7,-4,-7,-19
O=C(CNC(=O)C1Cc2c(ccc3ccccc23)O1)c1ccccc1 (stereo not drawn),-3,0,0,11,4,-1,2,15
Cn1cncc1C(=O)N[C@@H]1C[C@@H](Oc2ccccc2)[C@H](O)[C@H]1N1CCCC1,12,-50,15,19,0,1,3,11
Cc1cc(-c2cnc(N(C)C)nc2-c2ccc(CNC(=O)C(C)(C)C)cc2)on1,-16,-14,-8,-13,-4,-3,-6,-12
Cc1ccc(S(=O)(=O)N(C)c2ccc(OCC(=O)Nc3ccccc3)cc2)cc1,8,0,16,18,7,4,15,9
O=C(COC(=O)c1ccc2c(c1)OCO2)Nc1ccc2[nH]c(=O)[nH]c2c1,24,6,28,17,19,3,10,42*
CSc1ccc(C(O)c2ncc(-c3cccc4ccccc34)[nH]2)cc1 (stereo not drawn),4,25,1,-6,9,6,3,0
Cc1ccc2c(c1)N(C(=O)Cn1cc(S(=O)(=O)N3CCCC3)ccc1=O)CCO2,8,4,0,10,0,1,-1,-1
Cc1nccc(C(=O)N2CCCC(Cc3ccc4[nH]ncc4c3)CC2)n1 (stereo not drawn),0,2,·,·,4,1,-1,4
CCCC[C@@H](C)/C=C(C)/C=C(\C)C(=O)NC1=C[C@](O)(/C=C/C=C/C=C/C(=O)NC2=C(O)CCC2=O)[C@@H]2O[C@@H]2C1=O,69*,-2,73*,2,6,34*,26,73*
O=c1c(Cc2ccc(Cl)cc2)c(O)ccn1Cc1ccncc1,13,23,13,17,-1,3,-1,21
CC(=O)Nc1cccc(NC(=O)c2ccc(CSc3ccc(Cl)cc3)cc2)c1,-8,-1,-7,-18,-4,-5,-1,-3
O=C(NCC1CCCCC1)N1C[C@H]2C[C@H](C(=O)N3CCOCC3)[C@@H](C1)O2,18,4,12,28,3,2,7,6
